Screens as filed in PubChem.
D2 potentiator: positively modulates the human D2 dopamine receptor allosterically. P14416. HEK293 T-REx D2, calcium flux, EC20 dopamine potentiation. potentiation, % at 10 µM. 340,000 tested, 0.34% active;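 active means potentiation over 3 SD above the plate norm, cut at about 30% in these data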; further: 0% is about no effect
Target sequence (P14416 whole entry, looked up): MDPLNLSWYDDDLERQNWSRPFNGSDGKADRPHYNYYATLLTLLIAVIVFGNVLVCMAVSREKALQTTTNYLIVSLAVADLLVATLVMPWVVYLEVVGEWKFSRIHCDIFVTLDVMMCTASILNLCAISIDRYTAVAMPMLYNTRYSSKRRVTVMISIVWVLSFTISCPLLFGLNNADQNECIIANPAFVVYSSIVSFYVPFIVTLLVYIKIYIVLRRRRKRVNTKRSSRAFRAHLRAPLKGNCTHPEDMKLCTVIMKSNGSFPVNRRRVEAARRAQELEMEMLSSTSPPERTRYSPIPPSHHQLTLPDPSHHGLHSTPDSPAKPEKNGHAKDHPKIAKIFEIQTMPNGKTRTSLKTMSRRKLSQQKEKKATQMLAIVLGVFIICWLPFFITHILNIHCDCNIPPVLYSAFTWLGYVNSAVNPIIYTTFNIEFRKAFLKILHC
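Potentiation of an EC20 dopamine calcium response measured kinetically over 180 s, after a preceding 180 s compound-only read flagging agonists. Cells: inducible Hek293 Trex D2 line, 4000/well, cultured overnight at 30 C before dye loading.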
Vif-APOBEC3G blk: inhibitors of Vif-APOBEC3G interaction | Q9HC16 | HeLa A3G-eYFP + Vif (tagged APOBEC3G with the HIV-1 protein that degrades it), YFP fluorescence, overnight | Potency, µM (doses to about 46.1 µM), for inactives: at the top dose activity, negative = active, hits mostly inhibitors | 410,000 tested, 0.076% active | AID 602310;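 further: potency means the concentration at half of the fitted maximal effect; on the % scale 0 is the no-effect control and ±100 the full control effect; nearly all actives have a fitted effect of over 60% in size; hits raise eYFP signal because A3G escapes Vif-driven loss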
Target sequence (Q9HC16 whole entry, looked up): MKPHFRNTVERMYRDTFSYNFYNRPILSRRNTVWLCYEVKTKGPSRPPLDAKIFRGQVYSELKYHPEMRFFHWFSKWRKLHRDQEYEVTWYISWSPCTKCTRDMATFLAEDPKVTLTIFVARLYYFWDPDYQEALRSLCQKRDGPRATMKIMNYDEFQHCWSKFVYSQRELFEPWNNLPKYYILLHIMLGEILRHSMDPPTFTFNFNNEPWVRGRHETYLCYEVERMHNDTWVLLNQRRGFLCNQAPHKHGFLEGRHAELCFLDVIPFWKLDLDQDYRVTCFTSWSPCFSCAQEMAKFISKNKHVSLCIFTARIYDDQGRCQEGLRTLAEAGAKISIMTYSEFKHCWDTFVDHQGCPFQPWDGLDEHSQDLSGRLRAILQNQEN
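Read-out is eYFP fluorescence (Ex 488/Em 500-530) from Vif-expressing HeLa A3G-eYFP cells; more signal means A3G escaped Vif-mediated degradation. Cells plated overnight, compound pinned in, incubated overnight at 37 deg C.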
D1 ag: agonists of human D1 dopamine receptor; 360,000 tested, 1% active; activation, % at 2 µM; HEK293 T-REx D1 cells, calcium flux, agonist mode; AID 504660; P21728; in the data active means activation above about 30%; further: 0% is about no effect
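Agonism was scored from calcium flux recorded over 180 s (1 read/s) after pintool compound addition, following a 10-cycle baseline. Cells were inducible force-coupled HEK293 TREx D1, plated overnight at 30 C and loaded with no-wash calcium dye.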
RXFP1 agonist: activates the human relaxin receptor RXFP1; AID 2676; Potency, µM (doses to about 57.5 µM), for the others: at the top dose activation, actives largely listed as activators; 370,000 tested, 0.3% active; HEK293T-RXFP1 cAMP TR-FRET, 30 min; response scale: percent of porcine relaxin response, buffer zero; Q9HBX9; further: potency means the concentration at half of the fitted maximal effect; on the % scale 0 is the no-effect control and ±100 the full control effect; nearly all actives have a fitted effect of over 60% in size; many of its hits are not listed in these tables
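HEK293 cells stably expressing RXFP1, treated 30 min at 37C with compounds plus PDE4 inhibitor Ro 20174; cAMP measured by HTRF TR-FRET. Normalized to buffer and 29 nM porcine relaxin; EC50 by Hill fit.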
GRP78 ERSR act: inducers of ER stress response in human glioma cells | U87-MG GRP78 promoter luciferase reporter, 16 h | Potency, µM, for inactives: at the highest dose activation, most hits filed as activators | AID 602332 | 420,000 tested, 0.02% active; further: potency means the concentration at half of the fitted maximal effect; series mostly up to about 76 µM; % of control where 0% means no effect; nearly all actives have a fitted effect of over 35% in size
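Stably transfected U87-MG glioma cells carrying a GRP78-based luciferase sensor; 16 h compound incubation. Luminescence end-point read 10 min after Bright-Glo addition at room temperature.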
D1 antagonist: antagonists of human D1 dopamine receptor; P21728; AID 504652; activity change, negative = inhibition, % at 10 µM; HEK293 TREx D1 cells, calcium flux, dopamine EC80; stronger effect = lower value; 360,000 tested, 3.2% active; in the data active means activity change below about -30%; further: on the % scale 0 is the no-effect control and ±100 the full control effect
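Kinetic fluorescence of a calcium dye serves as the read-out. D1-expressing Hek293 Trex cells, induced overnight at 30 C, are exposed to compound for 180 s before an EC80 dopamine addition, then read 180 s further.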
Vif-A3F inh: inhibitors of Vif-A3F interaction. HeLa A3F-eYFP + Vif (tagged APOBEC3F with the HIV-1 protein that degrades it), YFP fluorescence increase. Potency, µM (series often up to 46.1 µM), inactives show at the top dose activity, negative = active. 390,000 tested, 0.2% active. AID 602313; further: potency means the concentration at half of the fitted maximal effect; % of control where 0% means no effect; nearly all actives have a fitted effect of over 65% in size
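HeLa cells stably expressing A3F-eYFP plus Vif, plated and incubated overnight at 37 deg C, then exposed to compounds overnight at 37 deg C. Blocked degradation read as raised yellow fluorescence (Ex 488/Em 500-530).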
RXFP1 antag: blocks the human relaxin receptor RXFP1; Q9HBX9; HEK293-RXFP1, relaxin-stimulated cAMP HTRF, 30 min; stronger effect = lower value; activity change, negative = inhibition, % at 57.5 µM; 350,000 tested, 0.59% active; AID 1259400;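 active means activity change of -60% or lower, but not beyond a set lower limit; inconclusive means change between -60% and -40%, or beyond the set limit; inactive means change above -40%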; further: on the % scale 0 is the no-effect control and ±100 the full control effect
D1 PAM: human D1 dopamine receptor positive modulation; P21728; HEK293 TREx D1 cells, calcium flux, dopamine EC20 potentiation; potentiation, % at 10 µM; 360,000 tested, 0.036% active; in the data active means potentiation above about 30%; further: 0% is about no effect
The depositor's hits bear a star; ? = inconclusive; . = no result given; & = joins results of further samples. Unless noted, the call rests on the fitted dose curve; in most records, active means well fitted curve in the direction sought with a large enough effect; inconclusive means small, poorly fitted or top-dose-only effect, or another doubt; inactive means no such curve, though single readings can be large; an effect the other way counts as inactive or inconclusive.

SMILES	D2 potentiator	Vif-APOBEC3G blk	D1 ag	RXFP1 agonist	GRP78 ERSR act	D1 antagonist	Vif-A3F inh	RXFP1 antag	D1 PAM
CNC(=O)c1nn(-c2ccc(Cl)cc2)ccc1=O	3	-3%	2	2.9%	-1%	2	7%	1	-11
O=C(NCC1CCCO1)c1ccc([N+](=O)[O-])o1 (configuration not stated)	5	?	4	3.6%	?	10	3%	0	3
Cc1ccc(N(CC(=O)Nc2cccc(N(C)S(C)(=O)=O)c2)S(C)(=O)=O)cc1	-23	1%	2	3.3%	-4%	.	-7%	8	-3
COC(=O)CSc1nnc(-c2cccc(NC(=O)c3ccc(C)cc3)c2)n1C	-4	-1%	4	-0.3%	-4%	0	1%	-2	-4
Nc1nonc1C(=O)N1CCCC1	-5	2%	2	2.2%	-1%	-16	-4%	-3	-3
Cc1nc(CCNC(=O)CC2C(=O)NCCN2Cc2ccccc2)sc1C (configuration not stated)	10	1%	2	-0.8%	?	-1	0%	-12	-1
CC(C)=C1Cc2ccccc2C1=O	13	3%	3	0.4%	-2%	11	-1%	4	1
Cc1cccc(NC(=S)NCc2cccs2)c1	7	2%	1	-1.8%	2%	.	4%	2	-5
Cc1sc2ncnc(N[C@@H](Cc3ccccc3)C(=O)O)c2c1C	-3	-3%	1	13%	-2%	-5	-1%	-6	0
Cc1cc(NC(=O)CSc2nnc(CNC(=O)c3cccc(C(F)(F)F)c3)o2)no1	21	2%	2	0.0%	-6%	22	-13%	-6	-2
CCC(=O)OCCn1c(Br)nc2c1c(=O)[nH]c(=O)n2C	12	1%	4	-0.3%	0%	-4	.	-13	-4
COc1ccc(/C=N/NC(=O)c2ccn[nH]2)cc1Cn1cc([N+](=O)[O-])cn1	3	0%	1	0.7%	2%	-15	?	2	-6
COc1ccc(Nc2nnc(SCC(=O)c3cc4ccccc4o3)s2)cc1	3	-10%	0	-4.2%	0%	-7	?	0	4
CCN(CC(=O)NC1CCS(=O)(=O)C1)S(=O)(=O)c1ccc(F)cc1 (configuration not stated)	13	-4%	11	-0.9%	-3%	-11	-5%	4	-3
COC(=O)c1ccc(-n2cnc3ccccc32)nc1	9	1%	4	0.2%	-1%	0	7%	-1	6
COc1ccc(CNC(=O)C2CCCN(Cc3nc(-c4cccc(C)c4)oc3C)C2)cc1 (configuration not stated)	.	-1%	17	-1.9%	-6%	-21	1%	-15	-3
O=C(Cn1cc([N+](=O)[O-])cn1)NCc1ccco1	-6	0%	1	-0.3%	0%	10	5%	-1	-3
Cc1ccc(C)c(NC(=O)CSc2ncc3c(n2)-c2ccccc2N(Cc2ccccc2C)S3(=O)=O)c1	10	-1%	3	?	-3%	-2	-9%	-9	-3
CON(C)S(=O)(=O)c1cccc(C(=O)Nc2ccc(S(=O)(=O)NC3=NCCCCC3)cc2)c1	-4	0%	5	1.3%	-2%	-19	-23%	5	-1
CC(C)C[C@@H](CO)N1CCN(Cc2ccc(O)cc2)CCC1=O	5	-4%&-1%	0	4.3%	-2%&-3%	1	-2%	.	-3
COc1cccc(-c2nnc(SCN3C(=O)c4ccccc4C3=O)n2C)c1	11	-5%	0	4.6%	-4%	-4	-3%	.	-7
COC(=O)[C@@]12CCCCN1[C@H](c1ccc(-c3ccc(OC)cc3)cc1)[C@H]1C(=O)N(C)C(=O)[C@H]12	-5	7%	7	0.0%	0%	-6	0%	.	-6
COc1ccc(C(=O)Nn2c(C)ccc2C)cc1OC	3	-3%	3	-0.3%	-7%	9	-11%	-9	15
Cc1ccc(CNC(=O)c2ccc3c(c2)N(Cc2cccc(Cl)c2)C(=O)CS3)cc1	-3	-1%	7	-1.5%	-1%	-21	1%	.	-2
Cc1nnsc1C(=O)Nc1ccc(Cl)cc1	-11	0%	1	-0.9%	-1%	-9	-2%	-8	-1
COc1ccc(C2(CNC(=O)c3ccccc3)CCCC2)cc1OC	6	-4%	2	0.3%	-4%	2	-10%	-24	-4
CC(=O)N1CCc2cc(CNC(=O)Cc3ccc(F)cc3)ccc21	-8	-1%	0	2.7%	2%	0	-9%	-6	-2
Cc1cc(=O)[nH]c2nnc(SCCC(C)C)n12	0	4%	-1	-2.2%	-3%	.	3%	-6	1
COc1cc(CC(=O)N2CCc3ccccc32)cc(OC)c1OC	29	1%	15	0.6%	0%	-10	6%	-7	-4
O=C(NCCCn1ccnc1)/C(=C\c1cccnc1)NC(=O)c1ccccc1F	20	-5%	4	-1.3%	1%	44	1%	0	4
O=C(C1=C[C@H](c2ccc3c(c2)OCO3)C[C@H](OCc2ccc(CO)cc2)O1)N1CCN(Cc2ccc3c(c2)OCO3)CC1	-3	2%	1	-0.4%	-2%	-11	3%	.	1
CC1CC(=O)Nc2ccccc2N1S(=O)(=O)c1ccc(F)cc1F (configuration not stated)	-18	0%	2	-1.5%	-3%	5	1%	10	0
CC1=NN(c2ccccc2)C(=O)C1C=Nc1ccccc1O (configuration not stated)	-12	-17%	1	-0.2%	3%	4	-13%	-22	-6
CCOC(=O)N1CCN(C(=O)C2CCC(=O)N2C(C)C)CC1 (configuration not stated)	4	1%	5	0.6%	-6%	7	-1%	31	1
CCOc1ccc(OCC)c(Nc2nc3ccccc3n3nnnc23)c1	1	.	1	15%	.	2	.	16	-2
Cc1ccc(C2c3c(-c4ccccc4O)n[nH]c3C(=O)N2CCc2ccccc2)cc1 (configuration not stated)	-10	-25%	14	-0.2%	10%	3	4%	-14	2
COc1ccc(-c2nc(C)c(CCNC(=O)c3cccs3)s2)cc1	11	-4%	1	2.9%	3%	-8	3%	.	-4
COc1ccc(-n2c(SCC(=O)NCc3ccc(F)cc3)nc3c([nH]c4ccccc43)c2=O)cc1	-1	2%	2	0.4%	-3%	-9	-9%	.	-5
CC(C(=O)Nc1ccc2c(c1)OCO2)N(C)CC(=O)Nc1ccccc1Cl (configuration not stated)	.	1%	.	.	-3%	.	-3%	10	.
CCC(C)NC(=O)Cn1c(=O)n(CCCCC(=O)NCc2ccco2)c(=O)c2ccccc21 (configuration not stated)	-3	-2%	3	-0.3%	-3%	14	-6%	-2	8
O=C(O)c1ccc(C(=O)c2ccc3c(c2)C(=O)N(CC2CCCO2)C3=O)cc1 (configuration not stated)	-3	-9%	2	0.1%	-4%	2	-10%	-2	3
Cc1cc(C)nc(N/N=C/c2ccncc2)n1	0	2%	1	2.4%	-1%	-16	8%	3	2
CCC(C)c1ccccc1NC(=O)COC(=O)C1=NN(c2ccccc2)C(=O)CC1 (configuration not stated)	.	-1%	.	.	-3%	.	1%	-3	.
O=C(NCC1OCCc2ccccc21)c1ccc(NC(=O)c2ccc(Cl)cc2)cc1 (configuration not stated)	-2	?	6	4.7%	-4%	-13	?	-5	-5
COc1ccc2c3c([nH]c2c1)C(C)N(C(C)=O)CC3 (configuration not stated)	19	-2%	1	-0.5%	-3%	-25	-4%	-10	-1
Nc1nc(OCC2CCCCC2)c2[nH]cnc2n1	13	1%	0	8.6%	1%&-2%	-5	3%	.	-2
CCCCCCCCOC(=O)c1ccc(N)cc1	4	0%	1	0.6%	-1%	-7	.	-8	-4
COc1ccc(CCNC(=O)C2CCCN(c3nn4c(=O)cc(C)nc4s3)C2)cc1OC (configuration not stated)	11	5%	0	0.0%	-1%	25	-1%	-11	-1
CCN(CC)S(=O)(=O)c1ccc(Cl)c(C(=O)NCc2ccccc2Cl)c1	-4	1%	4	0.9%	-7%	-6	2%	7	-2
COc1ccc(OCCn2cncn2)cc1	13	-1%	1	-1.1%	0%	12	-1%	2	8
O=C(CCCCCn1c(=S)[nH]c2ccc(N3CCOCC3)cc2c1=O)NCc1ccc(Cl)cc1	11	-19%	0	14%	-3%	0	-13%	-92*	4
Cc1cccc(NC(=O)CN2C(=S)NC(C)(C)CC2C)c1 (configuration not stated)	-6	1%	10	-0.1%	-3%	29	14%	3	1
O=C1Cc2cc([N+](=O)[O-])ccc2N1c1c(Cl)cccc1Cl	1	-6%	1	-1.8%	-1%	-1	14%	-2	-4
CCc1ccc(C(=O)OCC(=O)Nc2c(C)n(C)n(-c3ccccc3)c2=O)cc1	.	-3%	.	.	-4%	.	-16%	7	.
CC(NC(=O)CN(c1cccc(C(F)(F)F)c1)S(C)(=O)=O)c1ccccc1 (configuration not stated)	3	4%	8	0.6%	-4%	-14	-6%	6	-5
Cn1c(N)c(C(=O)COC(=O)CCCOc2ccc(Cl)cc2Cl)c(=O)n(C)c1=O	1	-3%	3	8.7%	-4%	-3	3%	11	3
COC(=O)c1ccc(CNC(=O)CCc2c[nH]c3ccccc23)cc1	-3	-1%	1	0.5%	-3%	0	11%	-4	-11
COc1ccc(N2CC(C(=O)Nc3c(C(N)=O)oc4ccccc34)CC2=O)cc1 (configuration not stated)	17	3%	2	0.7%	-1%	3	-3%	-6	2
COc1ccccc1NC(=S)NCC1CCC(CNC(=S)Nc2ccccc2OC)CC1 (configuration not stated)	1	-8%	1	5.5%	-4%	-85*	-9%	-12	0
CN(C(=O)c1cc2ccccc2oc1=O)C1(C)CCS(=O)(=O)C1 (configuration not stated)	3	1%	3	0.4%	-4%	0	16%	-8	-4
COc1cccc(N2CCN(c3nc(C)cc(C)c3C#N)CC2)c1	2	0%	-4	-1.4%	2%	25	2%	0	-1

One compound at a time, from the list above. Values in the order: D2 potentiator	Vif-APOBEC3G blk	D1 ag	RXFP1 agonist	GRP78 ERSR act	D1 antagonist	Vif-A3F inh	RXFP1 antag	D1 PAM
O=C(O)c1ccc(C(=O)c2ccc3c(c2)C(=O)N(CC2CCCO2)C3=O)cc1 (configuration not stated) as listed: -3	-9%	2	0.1%	-4%	2	-10%	-2	3
Cc1ccc(CNC(=O)c2ccc3c(c2)N(Cc2cccc(Cl)c2)C(=O)CS3)cc1 as listed: -3	-1%	7	-1.5%	-1%	-21	1%	.	-2
CCOc1ccc(OCC)c(Nc2nc3ccccc3n3nnnc23)c1 as listed: 1	.	1	15%	.	2	.	16	-2
CCN(CC(=O)NC1CCS(=O)(=O)C1)S(=O)(=O)c1ccc(F)cc1 (configuration not stated) as listed: 13	-4%	11	-0.9%	-3%	-11	-5%	4	-3

Not all compounds are listed. The share of hits here may be higher or lower than overall.
